# From PubChem BioAssay
# BAZ2B block: inhibitors of human BAZ2B bromodomain; 360,000 tested, 4.4% active; Potency, µM (doses to about 114 µM), without a hit: at the top dose activity change, negative = inhibition, most hits filed as inhibitors; AlphaScreen BAZ2B-H3K14Ac peptide displacement; also: % is scaled to controls: 0 for no effect and ±100 for the full control effect; nearly all actives have a fitted effect of over 60% in size
#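 Complex of BAZ2B and biotin-H3K14Ac (50 nM apiece) forms over 30 min at RT, then faces library compounds up to 110 uM for another 30 min; AlphaScreen beads added, 20 min dark incubation, luminescence read.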
# BLM inh: inhibitors of human Bloom syndrome helicase BLM; P54132; recombinant BLM DNA unwinding, fluorescence dequenching; Potency, µM (titrated, usually from 56.1 µM), for inactives: at the top dose activity change, negative = inhibition, most hits filed as inhibitors; 350,000 tested, 0.2% active; AID 2528;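 also: plate controls were vehicle for no effect and no enzyme for full effect; nearly all actives have a fitted effect of over 35% in size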
# Pol beta inh: DNA polymerase beta (human) inhibition | Pol beta primer extension/strand displacement, fluorescence kinetic | P06746 | 340,000 tested, 1.3% active | Potency, µM (highest dose often 114 µM), inactives show top-dose activity change, negative = inhibition, hits mostly inhibitors; also: % is scaled to controls: 0 for no effect and ±100 for the full control effect
#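 Homogeneous kinetic assay of primer extension and strand displacement by 10 nM Pol beta, preincubated 15 min at room temperature with compound before 50 nM substrate (final) was added. Read at 0 and 10 min; four-parameter Hill fit.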
# APEX1 inh: blocks human APE1 abasic DNA cleavage; recombinant APE1, TAMRA/BHQ-2 abasic DNA cleavage fluorescence; Potency, µM (series often up to 65.8 µM), for inactives: top-dose activity change, negative = inhibition, hits mostly inhibitors; 350,000 tested, 0.35% active;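 also: plate controls were vehicle for no effect and reference inhibitor for full effect; nearly all actives have a fitted effect of over 55% in size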
# Target sequence (P27695 whole entry, looked up): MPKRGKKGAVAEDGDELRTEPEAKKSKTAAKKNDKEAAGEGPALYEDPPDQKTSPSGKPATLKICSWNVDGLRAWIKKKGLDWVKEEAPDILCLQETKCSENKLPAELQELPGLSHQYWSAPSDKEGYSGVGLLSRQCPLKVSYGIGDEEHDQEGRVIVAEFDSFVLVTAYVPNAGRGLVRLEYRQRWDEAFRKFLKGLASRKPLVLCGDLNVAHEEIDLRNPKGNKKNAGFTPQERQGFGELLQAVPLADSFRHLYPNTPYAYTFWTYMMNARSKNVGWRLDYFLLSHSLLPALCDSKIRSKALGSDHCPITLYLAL
#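 Quantitative HTS: incision of a TAMRA/BHQ-2 double-stranded substrate bearing a tetrahydrofuran abasic site by 0.75 nM APE1 raises fluorescence. Substrate 50 nM final, added after 15 min compound preincubation at room temperature; progress as third-minus-first kinetic read difference.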
# Pol iota inh: blocks human DNA polymerase iota activity. Q9UNA4. Pol iota fluorescent replication assay, 10 min. Potency, µM (titrated, usually from 115 µM), for inactives: at the highest dose activity, negative = inhibition, actives largely listed as inhibitors. 390,000 tested, 1% active. AID 588590
#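 Pol iota at 10 nM preincubated 15 min with compounds at room temperature; reaction started with fluorescent substrate, 50 nM final. Fluorescence read kinetically at 0 and 10 min; buffer-only wells as negative control.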
# G9a block: G9a (human) methyltransferase inhibition | G9a H3K9 monomethylation, AlphaScreen, 2 h | Potency, µM (highest dose often 102 µM), for the others: at the top dose activity, negative = inhibition, actives largely listed as inhibitors | 350,000 tested, 8.8% active; also: % is scaled to controls: 0 for no effect and ±100 for the full control effect; nearly all actives have a fitted effect of over 75% in size
#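 Quantitative HTS format: methyltransferase activity on a biotin-tagged H3K9 peptide is measured by AlphaScreen, using a rabbit anti-monomethyl-H3K9 antibody with streptavidin donor and anti-IgG acceptor beads. Final levels are 20 nM enzyme, 500 nM peptide, 20 uM SAM; 2 h RT.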
# JMJD2A Tudor: blocks the human JMJD2A Tudor domain. Potency, µM (series often up to 114 µM), for the others: at the top dose activity change, negative = inhibition, hits mostly inhibitors. O75164. 390,000 tested, 4.4% active. AID 504339. AlphaScreen JMJD2A-Tudor / H3K4me3 peptide binding; also: % is scaled to controls: 0 for no effect and ±100 for the full control effect; nearly all actives have a fitted effect of over 50% in size
# Pol eta inh: blocks human DNA polymerase eta activity | recombinant Pol eta, fluorescent DNA replication assay | Potency, µM (doses to about 114 µM), inactives show at the top dose activity change, negative = inhibition, most hits filed as inhibitors | 390,000 tested, 1.2% active; also: % is scaled to controls: 0 for no effect and ±100 for the full control effect
# Target sequence (Q9Y253 whole entry, looked up): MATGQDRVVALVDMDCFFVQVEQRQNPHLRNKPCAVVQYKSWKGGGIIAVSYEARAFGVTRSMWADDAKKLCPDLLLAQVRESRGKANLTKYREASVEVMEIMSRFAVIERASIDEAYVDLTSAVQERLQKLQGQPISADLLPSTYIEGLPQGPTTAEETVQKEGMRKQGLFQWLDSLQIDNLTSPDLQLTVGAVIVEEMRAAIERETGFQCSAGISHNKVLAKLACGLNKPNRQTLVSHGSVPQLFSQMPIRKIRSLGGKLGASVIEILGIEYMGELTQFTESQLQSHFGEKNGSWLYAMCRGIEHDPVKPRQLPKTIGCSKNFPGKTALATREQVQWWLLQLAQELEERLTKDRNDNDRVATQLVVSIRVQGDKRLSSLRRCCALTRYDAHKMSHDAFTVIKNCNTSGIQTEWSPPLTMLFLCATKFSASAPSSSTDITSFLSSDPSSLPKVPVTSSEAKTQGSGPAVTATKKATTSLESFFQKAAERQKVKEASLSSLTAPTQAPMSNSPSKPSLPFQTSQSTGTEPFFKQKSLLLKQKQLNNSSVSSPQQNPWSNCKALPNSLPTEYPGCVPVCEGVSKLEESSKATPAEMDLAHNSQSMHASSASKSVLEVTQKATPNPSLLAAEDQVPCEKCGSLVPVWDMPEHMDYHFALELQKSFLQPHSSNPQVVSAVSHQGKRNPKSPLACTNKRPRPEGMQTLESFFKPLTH
#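 Pol eta at 10 nM preincubated with compounds 15 min at room temperature; reaction started with fluorescent substrate (50 nM final) and read kinetically at 0 and 10 min.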
# POLK inh: blocks human DNA polymerase kappa activity. Q9UBT6. purified Pol kappa, fluorescent DNA synthesis assay, 10 min. Potency, µM (highest dose often 107 µM), for the others: at the top dose activity, negative = inhibition, usual class: inhibitors. 400,000 tested, 0.53% active. AID 588579; also: % is scaled to controls: 0 for no effect and ±100 for the full control effect
#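 10 nM Pol kappa preincubated 15 min at room temperature with compounds, then reaction started with substrate at 50 nM final. Fluorescence read kinetically at 0 and 10 min; buffer-only wells served as negative control.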
# Active calls of the source: *; u = inconclusive; x = not tested or not shown; & = joins results of further samples; [ ] = another dose, or the depositor's remark. Calls follow the shape of the dose curve; as a rule, active = well fitted curve in the direction sought with a large enough effect; inconclusive = small, poorly fitted or top-dose-only effect, or another doubt; inactive = no such curve, though single readings can be large; an effect the other way counts as inactive or inconclusive. Potency is read from the fitted curve at half-maximal effect. Some of the compounds tested (hit frequency here may not be typical).
SMILES,BAZ2B block,BLM inh,Pol beta inh,APEX1 inh,Pol iota inh,G9a block,JMJD2A Tudor,Pol eta inh,POLK inh
C#CCOCCOCCOCCNc1nc(N2CCN(C(=O)[C@H](CCCCN)n3cc(C(N)CO)nn3)CC2)nc(N2CCN(C(=O)[C@H](CCC(=O)O)n3cc(C(N)[C@H](C)CC)nn3)CC2)n1 (stereo not given in full),40µM*,0%,5%,1%,x,u,x,x,x
O=C(COC(=O)C1(c2ccc(F)cc2)CCCC1)Nc1ncc(C(F)(F)F)cc1Cl,1%,-7%,-12%,-3%,11%,18%[59 µM],7%,-17%,-14%
CCc1cccc2[nH]c3cc([N+](=O)[O-])ccc3c12,0%,3%,34%[activator],-4%,15%,29%,-10%,-12%,-5%
CC(=O)NC(Cc1cccc(F)c1)C(=O)NC1CCN(C(=O)c2cccc(C)c2)CC1 (stereo not given),-33%,-8%,4%,2%,-6%,-29%,19%,-13%,11%
O=C(O)CCc1ccc(S(=O)(=O)N2CCOCC2)cc1,-20%,2%,6%,-2%,u,-4%[12.7 µM],-11%[11.4 µM],1%,-1%
CCOC(=O)[C@@H]1[C@H]2COc3ccccc3[C@H]2N2C(=O)N(c3ccc(Cl)cc3)C(=O)[C@@]12C,-8%,-11%,5%,3%,-6%,13%,-31%,-27%,-11%
CCCCNC(=O)c1cc(-c2ccc(OC)c(OC)c2)on1,10%,-1%,3%,3%,-9%,u,-8%,-7%,-13%
CCOC(=O)C1=C(COC(=O)/C=C/c2ccccc2F)NC(=O)NC1C (stereo not given),2%,x,x,7%,19%,12%[0.501 µM],-22%,-4%,-3%
CCOC(=O)c1ccc(S(=O)(=O)NC2CCC(C)CC2)cc1 (stereo not given),3%,x,x,22%,24%,-3%[2.33 µM],15%,-17%,10%
Cc1ccc(N2CC(C(=O)NC3=NCCS3)CC2=O)cc1 (stereo not given),1%,0%,-6%,5%,8%,-1%,-4%[57.1 µM],-13%,-9%
CC(C)(C)c1ccc(/C=C/C(=O)N2CCCCC2)cc1,-6%,-5%,33%,5%,-26%,11%,-7%,-10%,-6%
Cc1cccc([N+](=O)[O-])c1NC(=O)COC(=O)c1nc2nccc(C)n2n1,7%,x,x,9%,20%,-8%[12.7 µM],7%,-7%,1%
COCCn1c(SCC(=O)N2CCC(C)CC2)nc2c(c1=O)SCC2,-16%,-2%,6%,18%,15%,6%,0%,-4%,0%
COc1ccc(-c2ccc3c(c2)[C@@H]2C[C@H]4[C@@H](C(=O)N2CC3)[C@H](C)ON4C)cc1,x,x,x,x,24%,x,-9%,-20%,0%
CCOC(=O)C1=C(C)NC2=C(C(=O)OC2)C1c1ccccc1 (stereo not given),-12%,1%,29%,-11%,50%[activator],-7%,-11%,-11%,0%
CC(NC(=O)C1CCCN(C(=O)c2ccc(Cl)cc2)C1)c1cccc(C(F)(F)F)c1 (stereo not given),-5%,x,x,-24%,-15%,u,3%,2%,-24%
Cc1ccc(S(=O)(=O)N(CC(=O)Nc2ccccc2C(=O)O)c2ccccc2)cc1,-38%,-1%,15%,-1%,33%[activator],-1%,-16%,-16%,-10%
CSCC[C@H](NC(=O)NCCC1=CCCCC1)C(=O)O,u,3%,9%,-1%,1%,u,-4%,3%,1%
CCCn1c2ccccc2c2cnn(CC(=O)NC3CCCC(C)C3C)c(=O)c21 (stereo not given),-14%,-4%,14%,-9%,16%,17%,-9%,-19%,1%
CCc1ccccc1NC(=O)Cn1c2ncccc2c(=O)n1-c1ccccc1,4%,-1%,-19%,x,-11%,9%[59 µM],8%,-14%,-19%
COc1ccc(OCC(=O)NNC(=S)NC(=O)c2ccc([N+](=O)[O-])cc2)cc1,-16%,1%,0%,27%,19%,1.1µM*,-25%,-3%,-3%
CCOC(=O)c1nc(-c2ccccc2)sc1C(C)=O,-1%,0%,24%,6%,107%[activator],8%,-7%,-5%,-12%
COc1ccc(CCNC(=O)c2cc3c(=O)n4cccc(C)c4nc3n(CC3CCCO3)c2=N)cc1 (stereo not given),-18%,53%[activator],2%,-1%,31%[activator],5%,-2%,-2%,0%
CC(C)c1ccc(-c2nnn(CC(=O)N3CCCCC3)n2)cc1,1%,-3%,2%,12%,-11%,6%[0.501 µM],-5%,-7%,1%
COC(=O)C1=C(C)NC(C)=C(C(=O)OC)C1C(=O)OCC(=O)N1c2ccccc2CC1C (stereo not given),2%,-5%,3%,-3%,19%&1%,6%[59 µM],-8%&15%,-24%&-14%,0%&0%
COc1ccc(CNC(=O)[C@@H](NC(=O)C2CCN(C(=O)[C@@H](N)Cc3ccccc3)CC2)C(C)C)cc1,-8%[57.1 µM],1%,-15%,64%[activator],38%[activator],7%,-11%,-11%,25%
COCCN(CCOC)C(=O)c1c[nH]c2ccc(S(=O)(=O)N(C)c3ccc(F)cc3)cc2c1=O,-2%,1%,15%,-5%,29%,-3%,-23%,-7%,-2%
Cc1ccc(S(=O)(=O)N2CCOC23CCN(S(=O)(=O)c2cccs2)CC3)cc1,8%,x,x,-20%,19%,-6%,-12%,-13%,-11%
O=C1c2ccccc2S(=O)(=O)c2cc(N3CCN(c4ccccn4)CC3)ccc21,x,x,x,x,16%,x,-6%,-17%,4%
COCCNC(=O)CN(c1ccc(C)cc1)S(=O)(=O)c1ccc(SC)cc1,-7%,-3%,12%,14%,23%,-4%[59 µM],-12%,-16%,-6%

# Some values from above.
# `COc1ccc(OCC(=O)NNC(=S)NC(=O)c2ccc([N+](=O)[O-])cc2)cc1` in Pol iota inh is entered as 19%
# `Cc1ccc(S(=O)(=O)N2CCOC23CCN(S(=O)(=O)c2cccs2)CC3)cc1` in Pol eta inh is entered as -13%
# `CCOC(=O)c1nc(-c2ccccc2)sc1C(C)=O` in BAZ2B block is entered as -1%
# `COc1ccc(CCNC(=O)c2cc3c(=O)n4cccc(C)c4nc3n(CC3CCCO3)c2=N)cc1` (stereo not given) in Pol eta inh is entered as -2%
# `Cc1ccc(S(=O)(=O)N(CC(=O)Nc2ccccc2C(=O)O)c2ccccc2)cc1` in BAZ2B block is entered as -38%
# `CC(NC(=O)C1CCCN(C(=O)c2ccc(Cl)cc2)C1)c1cccc(C(F)(F)F)c1` (stereo not given) in APEX1 inh is entered as -24%

# Next section
SMILES,BAZ2B block,BLM inh,Pol beta inh,APEX1 inh,Pol iota inh,G9a block,JMJD2A Tudor,Pol eta inh,POLK inh
Nc1ccccc1C(=O)/C=C/c1ccc2c(c1)OCO2,14µM*,-3%&-8%,3%,5%&5%,-3%,40µM*,45µM*,-20%,8%
CCOC(=O)c1cnn(-c2nc3c(C)cccc3s2)c1C(F)(F)F,106%[activator],-7%,28%,4%,22%,81%[activator][12.7 µM],128%[activator],-20%,-3%
COc1cc2c(cc1OC)CN(CC(=O)Nc1cccc(C(F)(F)F)c1)CC2,-8%,-7%,-1%,17%,19%,20%,-21%,-16%,0%
Cc1nc(-c2ccccc2)sc1C(=O)CSc1ccccc1,133%[activator],-3%,5%,1%,1%,35%[activator][59 µM],112%[activator],-18%,-8%
COc1ccc(OC)c(NC(=O)CSc2nnc3ccc4ccccc4n23)c1,-12%,3%,-15%,x,6%,u,-16%,-16%,-4%
O=C(COc1c(Br)cc(Br)c2cccnc12)Nc1ccccc1F,50µM*,-18%,4.5µM*,21%,-27%,45µM*,-22%,u,-30%
Cc1cc(OC(C)C(=O)Nc2ccc(S(=O)(=O)Nc3onc(C)c3C)cc2)cc(C)c1Cl (stereo not given),-35%,-5%,-1%,30%,11%,u,-16%,-12%,-26%
Cn1c(=O)c2nc(-c3ccccc3)c(-c3ccccc3)nc2n(C)c1=O,x,x,x,x,160%[activator],x,12%,-20%,3%
O=S(=O)(/N=C(/Nc1ccc(F)cc1F)c1ccccc1)c1ccc(Br)cc1,-7%,3%,35%,4%,x,11%[59 µM],x,x,x
NC1=NC(=O)C(=Cc2ccccc2)S1,x,x,x,x,-18%,x,-15%,-7%,-12%
Cc1nc2cnc(Nc3ccccc3)nc2n(CCc2ccccc2)c1=O,x,3%,x,u,x,4%[0.501 µM],x,x,8%[60.1 µM]
COc1ccc(C(=O)COc2ccc(C)cc2NC(C)=O)cc1,0%,-2%,1%,u,7%,-3%,-5%,4%,1%
CCCNC(=O)Nc1ccc(C)cc1C,-10%,-3%,19%,2%,-14%,u,6%,-13%,0%
CCCn1cc2c(c1-c1ccc(C)cc1)c(=O)n(C)c(=O)n2C,u,1%,-1%,2%,10%,x,-22%,-19%,5%
COc1cc(C(=O)OCC(=O)NCCN2C(=O)CSC2=O)ccc1OCc1c(C)noc1C,-14%,-4%,9%,-1%,7%,-32%,-1%,-6%,6%
O=S(=O)(NCCc1ccccc1)c1cccc2cccnc12,14%,-3%,-29%,-4%,14%,50µM*,1%,-4%,-4%
CN(c1ccc(C(=O)Nc2cccc([N+](=O)[O-])c2)cc1)S(C)(=O)=O,x,-2%,-2%,u,92%[activator],-39%,-18%,-13%,2%
O=C(CSc1nnc(CN2CCCC2)n1-c1ccccc1)c1ccc2c(c1)OCO2,x,x,x,0%,63%[activator],x,-24%,-9%,3%
O=[N+]([O-])c1cccc(CNCc2ccccc2)c1,-32%,-13%,8%,5%,78%[activator],-8%,-16%,-14%,-5%
Cc1ccc(CNc2ncnc3c2cnn3C2CCCCO2)cc1 (stereo not given),x,x,x,x,50%[activator],x,-7%,-2%,-4%
CC(C)NC(NC(=O)Cc1ccccc1)C(Cl)(Cl)Cl (stereo not given),-3%,1%,11%,-2%,-1%,4%[59 µM],0%,3%,-8%
CC(=O)N1CCC(C(=O)N2CCN(S(=O)(=O)c3cccs3)CC2)CC1,-4%,-1%,3%,6%,-15%,30%,-3%,-18%,1%
Cc1cccc(N=C2NC(=O)C(CO)(CO)S2)c1,4%,-1%,17%,18%,129%[activator],-1%,-13%,-24%,-12%

# Compound profiles, as listed above. Values in the order: BAZ2B block, BLM inh, Pol beta inh, APEX1 inh, Pol iota inh, G9a block, JMJD2A Tudor, Pol eta inh, POLK inh
# Record of COc1ccc(OCC(=O)NNC(=S)NC(=O)c2ccc([N+](=O)[O-])cc2)cc1 : -16%, 1%, 0%, 27%, 19%, 1.1µM*, -25%, -3%, -3%
# Record of COc1cc2c(cc1OC)CN(CC(=O)Nc1cccc(C(F)(F)F)c1)CC2 : -8%, -7%, -1%, 17%, 19%, 20%, -21%, -16%, 0%
